# DAX1 inh-1 = inhibits human nuclear receptor DAX1. P51843. HEK293 Gal4-DAX1 luciferase reporter, luminescence. inhibition, % at 6.75 µM. 340,000 tested, 0.99% active. AID 504766;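 active = inhibition above the mean over all tested compounds plus 3 SD, cut at about 4.2% in these data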;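 note: 0% = DAX1-transfected cells with DMSO and 100% = empty-vector control cells with DMSO; inhibition shows as a rise in luminescence from relieved DAX1 repression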
# Target sequence (P51843 207-470 limits assumed): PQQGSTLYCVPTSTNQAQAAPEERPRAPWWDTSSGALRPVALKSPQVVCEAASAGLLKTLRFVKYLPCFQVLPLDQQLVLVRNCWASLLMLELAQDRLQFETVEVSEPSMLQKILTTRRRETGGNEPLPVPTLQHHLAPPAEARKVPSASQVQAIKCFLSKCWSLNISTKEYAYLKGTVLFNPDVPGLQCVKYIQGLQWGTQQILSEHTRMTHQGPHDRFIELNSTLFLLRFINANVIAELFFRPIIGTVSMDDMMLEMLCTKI
# HGIII-sPLA2 inh = Blocks human group III sPLA2 activity | Q9NZ20 | QFRET BODIPY PC-A2 liposome hydrolysis, fluorescence | inhibition, % at 12.2 µM | 370,000 tested, 0.56% active | AID 743126;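 active = inhibition above mean plus 3 SD of compounds lying within the high and low control bounds, cut at about 19% in these data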;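 note: 0% = median of test compound wells and 100% = no enzyme DMSO wells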
# Target sequence (Q9NZ20 whole entry, looked up): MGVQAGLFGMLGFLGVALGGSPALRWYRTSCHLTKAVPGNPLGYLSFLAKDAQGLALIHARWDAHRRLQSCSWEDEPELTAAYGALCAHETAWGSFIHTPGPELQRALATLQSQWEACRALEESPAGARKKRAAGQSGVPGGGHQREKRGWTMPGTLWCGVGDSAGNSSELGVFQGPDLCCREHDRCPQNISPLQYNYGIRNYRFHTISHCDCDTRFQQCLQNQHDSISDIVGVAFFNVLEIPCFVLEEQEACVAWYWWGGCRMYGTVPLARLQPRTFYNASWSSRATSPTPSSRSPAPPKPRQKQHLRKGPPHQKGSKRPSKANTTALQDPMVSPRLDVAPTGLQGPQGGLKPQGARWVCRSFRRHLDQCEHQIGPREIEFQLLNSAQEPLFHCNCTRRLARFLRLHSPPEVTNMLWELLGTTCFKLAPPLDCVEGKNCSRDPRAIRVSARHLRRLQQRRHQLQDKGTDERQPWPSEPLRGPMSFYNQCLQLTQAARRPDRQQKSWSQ
# hcDAF12 agonist = H. contortus DAF-12 activation, primary screen | HEK293 hcDAF-12 lit1-tk-luc reporter, luminescence; 0% DMSO, 100% Δ7-dafachronic acid | activation, % at 6.8 µM | 370,000 tested, 1.4% active;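 active = activation above the mean of all tested compounds plus 3 SD, cut at about 5.5% in these data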;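 note: 100% = response to 3 µM Δ7-dafachronic acid high control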
# GAA850 FXN act = frataxin GAA850 promoter activation. HEK293 lucGAA850 FXN promoter luciferase reporter, 24 h; percent of 10 µM SAHA response. activation, % at 6 µM. 360,000 tested, 0.56% active. AID 540364;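 active = activation above the average of all compounds screened plus 3 SD, cutoff fixed separately per campaign, cut at about 7.5% in these data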;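 note: 0% = DMSO wells and 100% = 10 µM SAHA wells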
# ssDAF12 agonist = S. stercoralis DAF-12 activation, primary screen | activation, % at 6.8 µM | 370,000 tested, 1% active | HEK293 ssDAF-12/GRIP1 lit1-tk-luc reporter, luminescence; % of 3 µM dafachronic acid response;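 active = activation above the mean over all tested compounds plus 3 SD, cut at about 0.9% in these data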;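 note: 0% = DMSO-only wells and 100% = 3 µM delta7-dafachronic acid wells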
# GC-A act = GC-A (human) enzyme activation | P16066 | HEK293 GC-A cells, cGMP TR-FRET, EC30 ANP; 0% at EC30 ANP, 100% saturating ANP | activation, % at 10 µM | 370,000 tested, 0.14% active | AID 1671463; in the data active = activation above about 40%
# SMARCA2 act = activators of SMARCA2 function; 370,000 tested, 1% active; MG213 cells, MMTV-luciferase reporter, dexamethasone, overnight; activation, % at 9.1 µM; in the data active = activation above about 7.8%;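 note: 0% = vehicle wells and 100% = reference activator wells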
# DAX1 inh-2 = DAX1 (NR0B1) inhibition, primary screen; AID 652010; inhibition, % at 6.8 µM; HEK293T StAR-luciferase reporter, SF-1/DAX-1 repression relief; 370,000 tested, 1.1% active;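 active = inhibition above the mean over all tested compounds plus 3 SD, cut at about 3.6% in these data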;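 note: 0% = DAX-1 cells with DMSO and 100% = cells lacking DAX-1 with DMSO; higher inhibition means more luminescence from relief of DAX-1 repression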
# ADAM10 inh = ADAM10 inhibition, QFRET primary screen. O14672. inhibition, % at 7 µM. recombinant ADAM10, EDANS/DABCYL FRET peptide cleavage, 3 h. 370,000 tested, 0.62% active. AID 720582;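 active = inhibition above a per-campaign cutoff equal to the mean of compounds falling between control-based bounds plus 3 SD, cut at about 20% in these data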;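 note: 0% = DMSO wells while the 100% control is not disclosed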
# hgDAF12 agonist = agonists of H. glycines DAF-12 nuclear receptor. HEK293 GAL4-hgDAF12 UAS-luciferase reporter, agonist luminescence; normalized to butyrate control. activation, % at 6.8 µM. 370,000 tested, 1.8% active. AID 687014;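 active = activation above a cutoff set at the mean of all screened compounds plus 3 SD, cut at about 10% in these data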;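 note: 0% = DMSO wells and 100% = sodium butyrate wells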
# NPR2 activator = GC-B (human) receptor activation; P20594; HEK293-GC-B cells, CNP EC30, cGMP TR-FRET; 0% at EC30 CNP, 100% saturating CNP; activation, % at 10 µM; 370,000 tested, 0.11% active; AID 1920062;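 active = activation at 10 µM reaching about 35% in either raw or pattern-adjusted values, limit read from the data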
# Numbers without * were called inactive; . = no result given. An unsorted share of the library; about 6.6% have a hit in one of these screens.
# Value order – DAX1 inh-1	HGIII-sPLA2 inh	hcDAF12 agonist	GAA850 FXN act	ssDAF12 agonist	GC-A act	SMARCA2 act	DAX1 inh-2	ADAM10 inh	hgDAF12 agonist	NPR2 activator
> O/N=C/Cc1[nH]c2ccccc2c1-c1ccccc1
→ 1.9	-34.0	3.4	1.4	-0.1	3.7	-0.1	-0.6	-0.5	4.2	-8.0
> O=C(c1ccccc1F)N(Cc1ccc(F)cc1)C1CCS(=O)(=O)C1 (centres undefined)
→ -0.2	2.8	-0.4	1.0	-1.4	-6.9	-0.3	0.1	-3.1	0.0	-6.1
> CC(=O)Nc1ccc(CN2C(=O)C(Cc3ccccc3)ON=C2c2cccc(F)c2)cc1 (centres undefined)
→ .	-2.2	-1.9	1.3	-1.1	-2.7	-2.0	-0.5	-7.0	-1.3	-8.1
> O=C(c1cc2c(=O)n3ccccc3nc2s1)N1CCN(c2cccc(Cl)c2)CC1
→ -0.8	-1.9	1.1	0.3	-1.0	-0.6	-1.9	0.2	-99.5	1.3	-1.4
> CCOC(=O)N1CCN(C(c2ccnc3ccccc23)c2nnnn2-c2c(C)cccc2C)CC1 (centres undefined)
→ .	4.7	-0.9	.	-1.2	-1.5	1.0	-1.6	-0.7	-3.4	-7.2
> COc1ccccc1NS(=O)(=O)c1ccc2ccccc2c1
→ 1.1	-13.0	1.2	4.2	-0.6	-2.4	-1.8	-0.3	0.8	-2.0	-3.4
> O=C(NCc1ccc2c(c1)OCO2)C1CCC(CNc2c(N3CCCCC3)c(=O)c2=O)CC1 (centres undefined)
→ 0.8	-1.4	-1.7	-1.0	-1.8	-1.4	-0.9	0.8	-9.5	1.2	1.2
> COc1ccc(/C=N/OCC(=O)NC(c2ccccc2)c2ccccc2)c(OC)c1
→ -2.3	-19.3	-4.7	0.1	-1.3	-8.6	-3.6	-1.0	8.4	-0.8	-0.6
> Cc1ccc(C)c(NC(=S)NC(C)C(c2ccccc2)N2CCN(C)CC2)c1 (centres undefined)
→ -0.8	11.5	-1.3	-1.1	-0.1	-11.0	-1.3	0.1	2.7	0.0	-0.8
> CCC(C(=O)OCC(=O)Nc1cc(Cl)ccc1Cl)c1ccccc1 (centres undefined)
→ -0.3	-3.6	1.3	1.9	-1.2	-2.9	0.7	-0.1	3.7	-1.4	-0.5
> CCOc1ccccc1N1CC(C(=O)N(CC)CC(=O)Nc2ccc3c(c2)OCCO3)CC1=O (centres undefined)
→ 0.1	4.7	-0.5	1.4	-0.9	-0.8	-1.6	0.3	-4.0	-0.5	8.5
> COc1ccc(C(=O)NN)cc1COc1ccc(Br)cc1
→ 0.2	10.7	2.5	0.2	-0.1	4.2	-5.0	0.2	-4.0	1.9	-3.2
> COc1ccccc1N1CCN(C(=O)c2cc(-c3ccc(F)cc3)[nH]c2C)CC1
→ -0.9	-12.8	-2.9	-1.4	-1.3	-2.8	-2.8	0.2	7.3	1.1	-3.2
> C#Cc1ccc([C@@H]2C=C(C(=O)NCc3ccccc3)O[C@H](OCC)[C@H]2CCCO)cc1
→ 0.9	-9.8	-1.5	0.5	-1.4	-1.6	-1.2	0.1	8.7	-1.5	-1.8
> O=C(Nc1ccccc1)c1nc[nH]c1C(=O)NCc1ccccc1
→ 0.8	-7.4	0.0	4.0	-0.9	-1.7	0.1	-0.2	24.1*	3.4	-13.1
> Cc1cc(C)c(S(=O)(=O)Nc2cccnc2)c(C)c1
→ 0.0	-6.4	-0.2	1.8	-1.7	3.4	-1.5	-0.1	6.6	2.1	8.8
> O=C(NCc1cccs1)C1CCN(S(=O)(=O)c2ccccc2F)CC1
→ 2.8	-4.7	-0.7	1.3	-1.4	0.5	4.1	-0.4	0.9	0.0	-0.6
> O=C(COC(=O)c1cccc([N+](=O)[O-])c1)NCc1cccs1
→ 3.3	-0.2	-1.0	1.6	-1.4	1.1	0.5	0.7	-5.4	0.4	-3.9
> O=C(NCCc1ccc([N+](=O)[O-])cc1)c1ccccc1
→ 1.0	1.7	0.3	-0.6	-1.6	-3.8	-0.9	-0.2	0.7	2.6	-0.2
> Cc1cccc(N=C2Sc3nc4c(C)c(C)ccc4cc3CN2CCN2CCOCC2)c1
→ 0.9	-18.8	0.3	1.0	-0.8	-4.4	3.0	1.3	-46.4	-2.1	0.0
> CC(Oc1ccccc1)C(=O)Nc1c2c(nn1-c1ccccc1)CS(=O)C2 (centres undefined)
→ -0.6	4.7	0.7	3.5	-0.9	1.8	-2.3	0.8	-1.8	3.7	0.2
> CC(=O)Nc1ccc(C(=O)n2nc(C)cc2C)cc1
→ -0.8	3.3	1.1	1.9	-0.1	-3.0	2.1	-0.4	8.0	1.0	3.4
> Cc1ccccc1/C=N/N=C1/NC(=O)CCS1
→ 1.3	11.1	-1.2	0.3	-1.3	20.1	-6.6	-0.1	2.6	-0.6	-2.1
> CCOC(=O)C1CCN(C(=O)C(C)Sc2ccc(Cl)cc2)CC1 (centres undefined)
→ 4.7*	-1.2	-1.4	1.7	-1.1	1.8	1.7	-0.5	-3.0	3.0	0.6
> Cc1cc(=O)oc2c(C)c3occc3cc12
→ -1.0	-2.3	-0.1	4.9	-1.7	-11.9	2.7	-0.1	-116.7	2.3	-1.5
> O=C(O)c1ccc(CSc2nc3ccccc3[nH]2)cc1
→ -0.7	15.7	-0.5	-0.7	-1.4	0.0	-1.5	-0.2	0.0	-0.9	9.2
> Cc1c(NC(=O)CSCc2ccc(Cl)cc2Cl)cccc1C(=O)O
→ 0.3	2.5	-1.0	-0.6	-0.8	1.5	3.5	0.9	7.9	-1.6	2.0
> CC(=O)c1ccc(N2C(=NC(=O)C3CCCCC3)SC3CS(=O)(=O)CC32)cc1 (centres undefined)
→ 0.8	-4.8	0.2	-0.1	-1.3	6.5	-4.4	-0.2	10.4	0.2	-1.1
> COCCNC(=O)Nc1ccc2c(c1)N(C)C(=O)c1ccccc1S2
→ -2.1	-5.9	-0.2	0.8	-1.9	2.9	-3.0	0.1	2.5	0.9	2.6
> O=C1C(C=NCc2cccnc2)=C(O)c2ccccc21
→ 3.9	2.9	4.8	2.4	0.3	1.0	5.2	3.3	-2.5	12.1*	6.2

# Retrieved by compound from the list above:
# Value order – DAX1 inh-1	HGIII-sPLA2 inh	hcDAF12 agonist	GAA850 FXN act	ssDAF12 agonist	GC-A act	SMARCA2 act	DAX1 inh-2	ADAM10 inh	hgDAF12 agonist	NPR2 activator
> COc1ccccc1NS(=O)(=O)c1ccc2ccccc2c1
→ 1.1	-13.0	1.2	4.2	-0.6	-2.4	-1.8	-0.3	0.8	-2.0	-3.4
> O=C1C(C=NCc2cccnc2)=C(O)c2ccccc21
→ 3.9	2.9	4.8	2.4	0.3	1.0	5.2	3.3	-2.5	12.1*	6.2
> O=C(COC(=O)c1cccc([N+](=O)[O-])c1)NCc1cccs1
→ 3.3	-0.2	-1.0	1.6	-1.4	1.1	0.5	0.7	-5.4	0.4	-3.9
> O=C(NCc1ccc2c(c1)OCO2)C1CCC(CNc2c(N3CCCCC3)c(=O)c2=O)CC1 (centres undefined)
→ 0.8	-1.4	-1.7	-1.0	-1.8	-1.4	-0.9	0.8	-9.5	1.2	1.2
> O/N=C/Cc1[nH]c2ccccc2c1-c1ccccc1
→ 1.9	-34.0	3.4	1.4	-0.1	3.7	-0.1	-0.6	-0.5	4.2	-8.0

# New compounds follow:
# Value order – DAX1 inh-1	HGIII-sPLA2 inh	hcDAF12 agonist	GAA850 FXN act	ssDAF12 agonist	GC-A act	SMARCA2 act	DAX1 inh-2	ADAM10 inh	hgDAF12 agonist	NPR2 activator
> O=S1(=O)CCN2N=C(C3CC3)SC2=N1
→ 6.2*	3.7	-1.2	0.1	-1.6	4.4	-1.5	-0.1	-0.2	0.2	-1.4
> CCNC(=O)Cn1cc(C(F)(F)F)cc(Cl)c1=O
→ 0.1	1.1	-0.5	-0.7	-0.3	3.4	-1.6	0.2	0.9	6.6	2.3
> CCOC(=O)C1CCN(C(=O)CN(c2ccc(OC)c(OC)c2)S(=O)(=O)c2ccccc2)CC1
→ -0.8	2.4	-1.3	0.7	-1.4	2.7	0.6	-0.1	-2.8	-0.4	2.7
> CCCOc1ccccc1/C=C1/C(=O)ON=C1C
→ 0.1	-1.3	0.6	-1.2	-1.1	20.5	5.7	0.2	1.9	-1.3	4.3
> CCOC(=O)C1CCN(S(=O)(=O)c2ccc(OC)c(C(=O)N3CCCCC3)c2)CC1
→ 1.5	3.7	-1.8	0.5	-1.6	2.9	1.0	-0.1	4.9	0.6	1.1
> C[C@H]1[C@H](NC(=O)c2ccc(Cl)cc2)CC[C@@]23CCCN2C(=O)CCC[C@@H]13
→ .	-0.2	-0.4	.	-1.7	0.3	.	.	-2.2	-2.2	-1.5
> O=C(CSc1nnnn1-c1ccccc1Cl)Nc1ccc2c(c1)OCCO2
→ -2.2	-15.0	-5.2	-6.7	-1.9	-0.1	-2.8	-3.0	-5.5	-9.0	-1.1
> Cc1cc(S(=O)(=O)NCC2CCCO2)c(C)cc1Br (centres undefined)
→ -0.5	1.9	-1.5	0.8	-1.2	-5.3	2.9	-0.1	10.1	-1.9	-3.7
> CC(C)CNC(=S)NC1CC2CCCC(C1)N2Cc1ccco1 (centres undefined)
→ 0.1	17.6	1.2	0.8	-1.4	2.1	-0.2	0.7	-3.3	-0.6	-0.1
> O=C(COc1ccc(S(=O)(=O)NC2CCCCC2)cc1)N1CCN(c2cccc(Cl)c2)CC1
→ -3.0	-21.6	-3.4	-3.7	-1.8	-4.9	-6.7	-3.0	12.7	-6.6	-3.5
> COc1ccccc1NC1=Nc2cccc3cccc1c23
→ .	1.7	-2.0	0.9	-1.6	-4.9	-6.0	0.4	-4.8	-1.2	1.4
> O=C(Cc1ccsc1)N1CCc2c([nH]c3ccccc23)C1c1ccccn1 (centres undefined)
→ -1.1	-7.9	2.5	0.6	-0.4	-8.9	-2.6	0.2	-89.9	-0.7	-6.5
> C/C(=N\NC(=O)CSc1nc(C)cc(C)n1)c1ccc([N+](=O)[O-])cc1
→ .	6.5	1.0	-0.4	-1.7	-4.8	0.5	0.5	-9.8	7.8	-6.2
> c1ccc(C2=Nn3c(nnc3-c3cccnc3)SC2)cc1
→ 0.7	-2.1	-2.2	0.3	-1.6	-3.6	0.3	-1.2	-3.0	-2.2	0.5
> Cc1ccc(S(=O)(=O)N2CCCCC2)cc1NCC(=O)Nc1ccc(Br)cc1F
→ -3.1	-18.4	-3.8	-3.0	-1.7	4.8	-8.5	-4.6	12.4	-6.3	0.0

# Individual results from above.
# In HGIII-sPLA2 inh, C[C@H]1[C@H](NC(=O)c2ccc(Cl)cc2)CC[C@@]23CCCN2C(=O)CCC[C@@H]13 reads -0.2
# In HGIII-sPLA2 inh, O=C(Cc1ccsc1)N1CCc2c([nH]c3ccccc23)C1c1ccccn1 (centres undefined) reads -7.9

# Source: PubChem BioAssay
